Screening results: PubChem, National Center for Advancing Translational Sciences (NCATS)
12-LOX inh: blocks human arachidonate 12S-lipoxygenase; P18054; purified 12hLO, xylenol orange hydroperoxide absorbance; Potency, µM (series often up to 108 µM), for inactives: top-dose activity change, negative = inhibition, hits mostly inhibitors; 580,000 tested, 1.1% active; further: potency means the concentration at half of the fitted maximal effect; on the % scale 0 is the no-effect control and ±100 the full control effect
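Purified human 12hLO (150 nM final) in 25 mM Hepes, 0.01% Triton X-100, pH 7.0 was preincubated 15 min at room temperature with compound. Then 40 uM arachidonic acid was added, 30 min. Hydroperoxide was read by Fe-XO absorbance ratio 573/405 nm.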
Pol iota inh: inhibitors of human DNA polymerase iota; Pol iota fluorescent replication assay, 10 min; Potency, µM (titrated, usually from 115 µM), for the others: at the top dose activity, negative = inhibition, most hits filed as inhibitors; 390,000 tested, 1% active; AID 588590; further: potency means the concentration at half of the fitted maximal effect
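Pol iota at 10 nM preincubated 15 min with compounds at room temperature; reaction started with fluorescent substrate, 50 nM final. Fluorescence read kinetically at 0 and 10 min; buffer-only wells as negative control.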
TRHR ag: agonists of human TRH receptor. P34981. TRHR cells, calcium flux fluo-8, FDSS agonist mode. activation, % at 2 µM. 360,000 tested, 0.18% active; in the data active means activation above about 30%; further: 0% is about no effect
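In this calcium-flux screen, cells bearing human TRHR are dye-loaded with fluo-8, baselined for 10 cycles, then exposed to library compounds; positive kinetic calcium responses during the agonist phase mark hits, with TRH as control.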
BLM inh: blocks DNA unwinding by human BLM helicase. P54132. recombinant BLM DNA unwinding, fluorescence dequenching. Potency, µM (titrated, usually from 56.1 µM), without a hit: at the highest dose activity change, negative = inhibition, most hits filed as inhibitors. 350,000 tested, 0.2% active. AID 2528;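 further: potency means the concentration at half of the fitted maximal effect; plate controls were vehicle for no effect and no enzyme for full effect; nearly all actives have a fitted effect of over 35% in size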
Pol beta inh: inhibitors of human DNA polymerase beta; Potency, µM (doses to about 114 µM), for inactives: at the highest dose activity change, negative = inhibition, most hits filed as inhibitors; P06746; Pol beta primer extension/strand displacement, fluorescence kinetic; 340,000 tested, 1.3% active; further: potency means the concentration at half of the fitted maximal effect; on the % scale 0 is the no-effect control and ±100 the full control effect
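Curves were derived by four-parameter Hill fits of normalized qHTS data. The kinetic fluorescent primer-extension read was taken at 0 and 10 min after 50 nM substrate, following a 15 min room-temperature preincubation of 10 nM enzyme with compounds.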
Apoferritin bind: candidate novel general anesthetic via apoferritin binding; Potency, µM (series often up to 77.5 µM), for inactives: at the top dose activity change, negative = displacement, hits mostly inhibitors; 350,000 tested, 0.074% active; apoferritin/1-aminoanthracene competitive binding, fluorescence; further: potency means the concentration at half of the fitted maximal effect; on the % scale 0 is the no-effect control and ±100 the full control effect; nearly all actives have a fitted effect of over 20% in size
Target sequence (P02791 2-175 limits assumed): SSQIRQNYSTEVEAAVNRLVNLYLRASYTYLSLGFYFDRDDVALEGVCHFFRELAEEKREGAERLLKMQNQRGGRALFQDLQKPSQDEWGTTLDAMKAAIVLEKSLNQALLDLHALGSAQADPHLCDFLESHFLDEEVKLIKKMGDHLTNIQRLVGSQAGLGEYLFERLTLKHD
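Horse-spleen apoferritin (10 uM) in 50% saturated 1-aminoanthracene in PBS was incubated 10 min at room temperature with compound. Fluorescence (ex 380, em 535 nm) was normalized to free and bound 1-AMA, with concentration-response fitted by a four-parameter Hill equation.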
Pol kappa inh: DNA polymerase kappa (human) inhibition | Q9UBT6 | purified Pol kappa, fluorescent DNA synthesis assay, 10 min | Potency, µM (titrated, usually from 107 µM), for inactives: top-dose activity, negative = inhibition, actives largely listed as inhibitors | 400,000 tested, 0.53% active | AID 588579; further: potency means the concentration at half of the fitted maximal effect; on the % scale 0 is the no-effect control and ±100 the full control effect
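Here, compound and 10 nM enzyme are combined for 15 min at room temperature; adding 50 nM substrate (final) starts DNA synthesis, tracked by fluorescence at 0 and 10 min against buffer-only wells.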
APE1 inh: blocks human APE1 abasic DNA cleavage; recombinant APE1, TAMRA/BHQ-2 abasic DNA cleavage fluorescence; 350,000 tested, 0.35% active; AID 2517; Potency, µM (top dose mostly 65.8 µM), without a hit: at the highest dose activity change, negative = inhibition, most hits filed as inhibitors; P27695;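 further: potency means the concentration at half of the fitted maximal effect; plate controls were vehicle for no effect and reference inhibitor for full effect; nearly all actives have a fitted effect of over 55% in size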
Target sequence (P27695 whole entry, looked up): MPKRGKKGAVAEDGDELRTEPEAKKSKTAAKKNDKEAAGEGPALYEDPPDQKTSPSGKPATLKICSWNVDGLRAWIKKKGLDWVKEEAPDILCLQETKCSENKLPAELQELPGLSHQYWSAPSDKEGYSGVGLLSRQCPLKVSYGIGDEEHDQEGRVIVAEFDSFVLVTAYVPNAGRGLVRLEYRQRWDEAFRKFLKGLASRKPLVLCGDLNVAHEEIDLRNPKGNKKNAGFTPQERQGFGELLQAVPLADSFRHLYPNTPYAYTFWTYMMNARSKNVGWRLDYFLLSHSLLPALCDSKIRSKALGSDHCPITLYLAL
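Endonuclease cleavage of a quenched abasic-site DNA duplex (50 nM) by APE1 (0.75 nM) was tracked by TAMRA dequenching. Compounds were preincubated with enzyme 15 min at room temperature; data normalized to buffer-only and DMSO wells plus NSC13755 control.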
ERG-DNA inh: blocks human ERG Ets domain binding to DNA; 370,000 tested, 0.028% active; AID 624246; Potency, µM (titrated, usually from 76.9 µM), without a hit: at the highest dose FP activity, negative = inhibition, actives largely listed as inhibitors; fluorescence polarization, His-ERG Ets domain / labelled DNA; P11308; active means well fitted inhibition curve with a large enough effect in the polarisation, with a control signal flat; inconclusive means small, poorly fitted or top-dose-only effect, or effect the other way, or a change in a side signal; inactive means no such curve, though single readings can be large or run the other way; the % refers to the polarisation;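 further: polarization taken with two DNA probes labelled with fluorescein and Texas red; potency means the concentration at half of the fitted maximal effect; % of control where 0% means no effect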
Target sequence (P11308 whole entry, looked up, the tested form may be a part): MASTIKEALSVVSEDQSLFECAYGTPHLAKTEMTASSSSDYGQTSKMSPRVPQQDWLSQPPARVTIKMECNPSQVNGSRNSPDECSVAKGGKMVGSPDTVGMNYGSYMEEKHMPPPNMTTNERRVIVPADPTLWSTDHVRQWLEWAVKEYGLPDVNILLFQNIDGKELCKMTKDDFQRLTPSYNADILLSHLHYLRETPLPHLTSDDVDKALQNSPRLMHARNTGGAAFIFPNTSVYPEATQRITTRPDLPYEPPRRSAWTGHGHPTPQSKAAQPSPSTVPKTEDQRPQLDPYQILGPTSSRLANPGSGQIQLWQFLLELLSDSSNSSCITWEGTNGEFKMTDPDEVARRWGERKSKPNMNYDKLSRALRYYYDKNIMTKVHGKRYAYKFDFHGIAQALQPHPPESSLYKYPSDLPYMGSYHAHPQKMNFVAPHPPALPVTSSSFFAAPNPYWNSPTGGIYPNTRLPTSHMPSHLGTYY
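His-tagged ERG Ets domain (1 uM in the protein solution; 300mM KCl, 50mM Tris-HCl, 1mM EDTA, 1mM DTT, pH 7.5) received compound, then a probe mix of 5 nM fluorescein-DNA and 100nM Texas-615-DNA. Fluorescence polarization was read for both dyes.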
* = called active by the depositor; ? = inconclusive; . = not tested or not shown; & = joins results of further samples; [ ] = dose if it differs, or a comment. Unless noted, the call rests on the fitted dose curve; in most records, active means well fitted curve in the direction sought with a large enough effect; inconclusive means small, poorly fitted or top-dose-only effect, or another doubt; inactive means no such curve, though single readings can be large; an effect the other way counts as inactive or inconclusive. Only part of the results is shown. The share of hits here may be higher or lower than overall.

nr	SMILES	ERG-DNA inh	Pol beta inh	Apoferritin bind	12-LOX inh	BLM inh
1	CSC(=Nc1ccccc1)c1c(O)n(C)c(=O)n(C)c1=O	-2%	4%	-13%	-24%	-15%
2	CCOc1cc2[nH]c(=O)n(CCCC(=O)N3CCN(c4cccc(Cl)c4)CC3)c(=O)c2cc1OCC	2%	-3%	?	9%	-1%
3	Nc1c(C(=O)NCc2ccco2)c2nc3ccccc3nc2n1CCN1CCOCC1	-2%	1%	331%[activator]	-15%	0%
4	Cc1cc(C=C2C(=O)NC(=O)NC2=O)c(C)n1-c1ccc2c(c1)OCO2	6%	-10%	-6%	?	-9%
5	CCCCNC(=O)NC(C(N)=O)P(=O)(OCC)OCC (stereo unspecified)	-8%	4%	6%	5%	-3%
6	C/C(=N\Nc1ccccc1)c1c(O)n(C)c(=O)n(C)c1=O	6%	7%	-4%	2%	0%
7	CCn1cc(CN2CCCC(C(=O)c3sccc3C)C2)cn1 (stereo unspecified)	-4%	10%	-7%	-1%	-2%
8	O=c1cc(-c2ccc(O)c(O)c2)oc2c(C3O[C@H](CO)[C@@H](O)[C@H](O)[C@H]3O)c(O)cc(O)c12 (stereo partly specified)	-5%	20µM*	-2%	?	-4%
9	CC(=NCCN1CCOCC1)c1c(O)n(Cc2ccccc2)c(=O)[nH]c1=O	-2%	34%	-9%	-11%	1%
10	C=CCNc1nnc(Sc2ncccc2[N+](=O)[O-])s1	-3%	1%	-5%	?	-7%

nr	APE1 inh	Pol iota inh	TRHR ag	Pol kappa inh
1	5%	?	0.3	0%
2	.	9%	-0.5	-5%[60.1 µM]
3	-3%	18%	0.7	-20%
4	0%	18µM*	0.3	-15%
5	2%	20%	0.9	16%
6	-3%	13%	2.2	-14%
7	3%	40%[activator]	1.3	-4%
8	0.89µM*	28µM*	0.2	20µM*
9	1%	12%	-0.1	-16%
10	-3%	78%[activator]	-0.1	-16%

Remaining list, next part
nr	SMILES	ERG-DNA inh	Pol beta inh	Apoferritin bind	12-LOX inh	BLM inh
11	Cc1cc(C=C2C(=O)N(C)C(=S)N(C)C2=O)c(C)n1-c1cccnc1	17%	0%	0%	?	18µM*
12	COc1ccc(C(=O)N2CCCC2=O)cc1	-6%	27%	6%	10%	-5%&5%&-12%&-8%
13	CCC(=Nc1ccc2c(c1)CCC2)c1c(O)n(C2CCCCC2)c(=O)[nH]c1=O	8%	0%	-12%	?	-4%
14	Cc1c(C=O)c2ccccc2n1Cc1ccccc1	8%	21%	-11%	0%	-3%
15	C/C=C1\NC(=O)[C@@H](NC(=O)[C@H](CCc2ccc(O)cc2)NC(=O)[C@H](C)NC(=O)[C@H](O)CO)[C@@H](C)OC(=O)[C@H](C(C)C)NC(=O)[C@H](Cc2ccc(O)cc2)N(C)C(=O)[C@H](Cc2ccccc2)N2C(=O)C(CC[C@H]2O)NC1=O (stereo partly specified)	-7%	.	.	-7%	.
16	COc1cc(N2CCOCC2)ccc1/C=C1\C(=O)NC(=O)N(C2CCCCC2)C1=O	14%	21%	-6%	?	0%
17	CCOc1ccccc1C1SCC(=O)Nc2c1c(=O)[nH]n2C(CC)CC (stereo unspecified)	2%	5%	-7%	1%	1%
18	Cn1c(O)c(/C=N/NC(=O)c2ccncc2)c(=O)[nH]c1=S	69%[activator]	-3%	8%	135%[activator]	-3%
19	CC12CC[C@H]3[C@@H](CCC4(O)C[C@H](O)CCC34/C=N/NC(=O)c3ccccc3O)C1(O)CCC2C1=CC(=O)OC1 (stereo partly specified)	4%	5%	1%	-1%	0%
20	COc1ccc(C2NCCc3[nH]cnc32)cc1 (stereo unspecified)	17%	?	-10%	11%	-6%

nr	APE1 inh	Pol iota inh	TRHR ag	Pol kappa inh
11	-4%	-10%	1.6	-17%
12	13%&-1%&4%&-9%	10%	0.5	-5%[60.1 µM]
13	9%	4%	0.0	-1%
14	7%	26%	-0.6	-14%
15	2%	-7%	.	-9%
16	-3%	-4%	0.7	-1%
17	-7%	20%	-0.3	0%
18	?	10%	2.0	5%
19	-3%	61%[activator]	0.2	-1%
20	2%	1%	0.8	1%

Additional records
nr	SMILES	ERG-DNA inh	Pol beta inh	Apoferritin bind	12-LOX inh	BLM inh
21	CC(=O)c1cccc(NC(=O)N2C[C@H]3C[C@@H](C2)c2cccc(=O)n2C3)c1	1%	80%	-6%	10%	0%
22	O=[N+]([O-])c1cc(Cl)c(O)c(-[n+]2c(-c3ccccc3)cc(-c3ccccc3)cc2-c2ccccc2)c1	-6%	4%	-21%	-22%	-9%
23	CCCCC/C=C\C/C=C\C/C=C\C=C\[C@H](CCCC(=O)O)OO	.	.	3%	11%[2.23 µM]	0%
24	CN1CCC(=O)N(CCN=[N+]=[N-])CC1	-3%	9%	-2%	-8%	-1%
25	COc1ccc(C2Oc3c(I)c(OC)cc(OC)c3CC2O)cc1OC (stereo unspecified)	.	.	0%	.	-1%
26	CCC(=NCCCn1ccnc1)c1c(O)n(Cc2ccccc2)c(=O)[nH]c1=O	6%	9%	-8%	-1%	-3%
27	CC12CCC3C(CCC4C/C(=N/O)CCC43C)C1CCC2O (stereo unspecified)	-1%	-2%	-8%	12%	5%
28	O=C(COc1ccccc1F)N1CCN(CCN2C(=O)c3cccc4cccc(c34)C2=O)CC1	-1%	-21%	-10%	-11%	28%
29	C#CCOc1ccc2c(c1)c(C(C)=O)c(C)n2Cc1ccccc1	0%	?	-3%	0%	-12%
30	CN(Cc1c[nH]c2ccccc12)C1CCCCC1	-6%	-9%	-17%	-11%	2%

nr	APE1 inh	Pol iota inh	TRHR ag	Pol kappa inh
21	19%	16%	0.3	11%
22	-6%	-20%	-0.4	-11%
23	-1%&-3%	.	.	2%[19.4 µM]
24	27%	17%&25%	0.1	6%&0%
25	?	.	.	2%[60.1 µM]
26	-7%	1%	-0.2	-11%
27	-2%	14%	-0.6	2%
28	-8%	183%[activator]	0.0	-6%
29	2%	125%[activator]	0.7	-11%
30	0%	29%	0.4	-5%

Compound profiles, from the list above.
Listed for Nc1c(C(=O)NCc2ccco2)c2nc3ccccc3nc2n1CCN1CCOCC1 → ERG-DNA inh = -2%; Pol beta inh = 1%; Apoferritin bind = 331%[activator]; 12-LOX inh = -15%; BLM inh = 0%; APE1 inh = -3%; Pol iota inh = 18%; TRHR ag = 0.7; Pol kappa inh = -20%
Listed for CC12CC[C@H]3[C@@H](CCC4(O)C[C@H](O)CCC34/C=N/NC(=O)c3ccccc3O)C1(O)CCC2C1=CC(=O)OC1 (stereo partly specified) → ERG-DNA inh = 4%; Pol beta inh = 5%; Apoferritin bind = 1%; 12-LOX inh = -1%; BLM inh = 0%; APE1 inh = -3%; Pol iota inh = 61%[activator]; TRHR ag = 0.2; Pol kappa inh = -1%

Back to the main list with the three entries that preceded the break.
nr	SMILES	ERG-DNA inh	Pol beta inh	Apoferritin bind	12-LOX inh	BLM inh
28	O=C(COc1ccccc1F)N1CCN(CCN2C(=O)c3cccc4cccc(c34)C2=O)CC1	-1%	-21%	-10%	-11%	28%
29	C#CCOc1ccc2c(c1)c(C(C)=O)c(C)n2Cc1ccccc1	0%	?	-3%	0%	-12%
30	CN(Cc1c[nH]c2ccccc12)C1CCCCC1	-6%	-9%	-17%	-11%	2%
31	COc1ccc2c(c1)c(C(=O)C(C)N1CCCCC1)c(C)n2C (stereo unspecified)	4%	5%	0%	2%	-1%
32	CC(/C=C(\C)Nc1ccccc1)=Nc1ccccc1	-7%	0%	-9%	-154%	-3%
33	COc1ccc2nc(N3CCN(C(=O)CS(=O)(=O)c4ccc(C)cc4)CC3)sc2c1	-8%	9%	89%[activator]	-28%	-7%
34	Cc1c(N=Cc2c(O)n(C3CCCCC3)c(=O)[nH]c2=O)c(=O)n(-c2ccccc2)n1C	2%	1%	-15%	-2%	-7%
35	Cc1ccc2c(c1)N(CCC(=O)N1CCC3(CC1)OCCO3)C(=O)CO2	0%	26%	-1%	-6%	-1%
36	Cc1cc(NC(=O)COC(=O)c2c(C)nn(Cc3ccccc3)c2C)no1	-1%	1%	-14%	147%[activator]	1%
37	CC(C)(C)NC(=S)N1CCn2cccc2C1c1cccnc1 (stereo unspecified)	-1%	-3%	-7%	-7%	-7%
38	O=C(Nc1nc(-c2ccccc2)c(-c2ccccc2)s1)c1ccc(S(=O)(=O)N(CCCl)CCCl)cc1	.	20%	-13%	-10%	-9%
39	COC(=O)C1=C(c2cccc(OC)c2OC)C[C@@H]2CC[C@H]1N2C(=O)NCCS(C)=O (stereo partly specified)	-9%	.	.	-11%	.
40	CCC(=O)c1cn(Cc2ccccc2C#N)c2ccccc12	-3%	-8%	-20%	17%&-6%	-4%
41	CCOc1ccc(Cl)cc1CNCCc1ccccc1F	-4%	1%	0%	-13%	-5%
42	C[C@]12CC[C@@H](O)CC1=CC(=O)C1C2CC[C@]2(C)C(=O)CCC12 (stereo partly specified)	9%	.	.	-4%	.
43	NC(N)=NOCC[C@H](N)C(=O)O	.	10%[57.1 µM]	6%[29.3 µM]	?	-3%

nr	APE1 inh	Pol iota inh	TRHR ag	Pol kappa inh
28	-8%	183%[activator]	0.0	-6%
29	2%	125%[activator]	0.7	-11%
30	0%	29%	0.4	-5%
31	-10%	6%	1.6	14%
32	3%	113%[activator]	-0.2	-17%
33	.	8%	-0.3	-14%[60.1 µM]
34	-1%	?	-0.5	-4%
35	2%	-3%	-2.5	9%
36	1%	-8%	-0.7	-5%
37	6%	85%[activator]	3.0	-7%
38	9%	-16%	0.4	-10%
39	.	8%	.	14%
40	3%	9%	-0.5	-12%
41	8%	14%	4.7	-9%
42	24%	12%	.	-4%
43	3%	5%[58.9 µM]	.	-9%[60.1 µM]
